# Mdm2 MdmX PPI = inhibitors of human Mdm2/MdmX interaction | inhibition, % at 8 µM | 330,000 tested, 3% active | SaOS-2 split-luciferase Mdm2/MdmX complementation, luminescence | O15151+Q00987;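 active means inhibition of at least 50% at 8 µM in the primary screen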
# Target sequence (O15151 whole entry, looked up): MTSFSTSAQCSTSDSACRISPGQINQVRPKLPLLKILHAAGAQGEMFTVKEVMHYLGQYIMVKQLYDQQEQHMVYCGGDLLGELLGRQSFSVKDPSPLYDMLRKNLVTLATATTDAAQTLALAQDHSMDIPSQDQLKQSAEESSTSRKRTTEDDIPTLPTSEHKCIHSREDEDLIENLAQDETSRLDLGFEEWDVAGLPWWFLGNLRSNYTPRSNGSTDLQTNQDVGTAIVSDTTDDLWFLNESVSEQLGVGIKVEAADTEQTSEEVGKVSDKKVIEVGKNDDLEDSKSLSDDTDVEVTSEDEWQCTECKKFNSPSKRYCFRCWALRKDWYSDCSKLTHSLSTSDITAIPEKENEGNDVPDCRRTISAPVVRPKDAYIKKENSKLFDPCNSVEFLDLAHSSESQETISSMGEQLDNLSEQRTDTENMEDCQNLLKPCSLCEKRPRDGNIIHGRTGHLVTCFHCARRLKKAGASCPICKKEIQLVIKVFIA
# Target sequence (Q00987 whole entry, looked up): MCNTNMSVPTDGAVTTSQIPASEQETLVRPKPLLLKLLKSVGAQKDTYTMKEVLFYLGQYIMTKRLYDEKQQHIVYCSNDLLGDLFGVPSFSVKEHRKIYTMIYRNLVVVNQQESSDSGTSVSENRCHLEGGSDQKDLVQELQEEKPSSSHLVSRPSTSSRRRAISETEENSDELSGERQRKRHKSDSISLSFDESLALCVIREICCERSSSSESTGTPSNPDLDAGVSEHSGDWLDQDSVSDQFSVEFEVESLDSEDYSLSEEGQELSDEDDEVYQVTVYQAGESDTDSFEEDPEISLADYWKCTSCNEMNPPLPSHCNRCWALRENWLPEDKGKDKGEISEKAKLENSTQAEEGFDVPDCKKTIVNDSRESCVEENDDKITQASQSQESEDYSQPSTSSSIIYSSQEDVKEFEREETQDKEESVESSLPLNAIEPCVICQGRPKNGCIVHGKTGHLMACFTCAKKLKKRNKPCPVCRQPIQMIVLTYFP
# CXCR6 block = inhibitors of human CXCR6 receptor | CHO-K1 PathHunter CXCR6 beta-arrestin, luminescence | inhibition, % at 20 µM | 360,000 tested, 0.36% active; in the data active means inhibition above about 34%, passing the limit was not always enough;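 further: antagonist mode with CXCL16 agonist at 10 nM final; 0% = 10 nM CXCL16 with DMSO and 100% = unstimulated wells without agonist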
# XBP1 UPR activ = activators of adaptive arm of unfolded protein response (XBP1); CHO-XBP1 luciferase reporter, IRE1-XBP1 UPR activation, luminescence; percent of tunicamycin response, DMSO as zero; activation, % at 20 µM; 330,000 tested, 0.33% active; AID 463104;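 active means versus positive control, 20 µM dose yields 30% or more activation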;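 further: 100% = tunicamycin at 10 µg/mL and 0% = DMSO only wells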
#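 Test system: CHO-XBP1 luciferase reporter cells | Buffer or medium: Serum-containing F12 medium, 10% FBS | Schedule: 6 h compound exposure at 37 °C, 5% CO2 | Detection: Steady-Glo luciferase glow luminescence, 10 min after reagent addition | Read-out basis: Activation, % of tunicamycin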
# CCR6 antag = blocks CCL20-driven beta-arrestin recruitment at human CCR6 | P51684 | CHO-K1 CCR6 PathHunter beta-arrestin, luminescence, CCL20-stimulated | inhibition, % at 20 µM | 340,000 tested, 0.49% active | AID 493098;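 active means compounds whose inhibition of the agonist-driven luminescence signal at 20 µM reaches about 50%, limit read from the data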;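 further: cells stimulated with CCL20 at 14 nM final; plate controls were DMSO with CCL20 for no effect and DMSO without agonist for full effect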
# UPR CHOP act = apoptotic UPR (CHOP) activation. CHO-CHOP luciferase reporter, luminescence; percent of tunicamycin response over DMSO baseline. activation, % at 10 µM. 330,000 tested, 0.34% active. AID 449763;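 active means at 10 µM dose, activation of 40% or more, normalized to positive control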;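 further: 100% = tunicamycin at 10 µg/mL and 0% = DMSO alone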
#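 Assay system: CHO cells with stable CHOP pathway luciferase reporter; Buffer or medium: F12 plus 10% serum; Times: 16-18 h cell attachment, then 6 h compound exposure, 37 °C; Signal: luciferase luminescence; Read-out basis: percent activation relative to tunicamycin control; Control set: tunicamycin high control, DMSO low control.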
# EBI2 antag = blocks human EBI2 receptor beta-arrestin signaling. AID 651636. 360,000 tested, 0.81% active. EBI2 beta-arrestin recruitment, luminescence, 7a,25-OHC stimulated. inhibition, % at 5 µM; in the data active means inhibition above about 38%;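 further: enzyme fragment complementation signal reports receptor beta-arrestin coupling in cells; 0% = agonist plus DMSO wells and 100% = wells without agonist; some results beyond the cut were filed as inactive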
# Gli-Sufu antag = antagonists of Gli-Sufu signaling | Sufu-KO-LIGHT fibroblasts, Gli luciferase reporter luminescence | inhibition, % at 5 µM | 340,000 tested, 0.74% active;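 active means inhibition above about 55%, limit read from the data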;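 further: 0% = DMSO-treated cells and 100% = wells with medium but no cells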
# Jurkat NFkB inh = inhibitors of the PMA/ionomycin-induced NF-kB reporter in Jurkat cells; PMA/ionomycin-induced NF-kB luciferase reporter, luminescence; inhibition, % at 4 µM; 330,000 tested, 0.53% active; in the data active means inhibition above about 50%
# 697 NFkB inh = inhibitors of the PMA/ionomycin-induced NF-kB reporter in 697 B cells; 697 B-cell NF-kB luciferase reporter, 16 h; 330,000 tested, 0.33% active; AID 435022; inhibition, % at 4 µM; in the data active means inhibition above about 35%
# * hit, by the source's call; . = no result given.
# Each structure is followed by: Mdm2 MdmX PPI	CXCR6 block	XBP1 UPR activ	CCR6 antag	UPR CHOP act	EBI2 antag	Gli-Sufu antag	Jurkat NFkB inh	697 NFkB inh
> Cc1ccc(NC(=O)CC2C(=O)N(Cc3ccccc3)C(=S)N2NC(=O)c2ccccc2)c(C)c1 (configuration not stated)
→ 31	-2	-2	14	1.3	8	-1	4	-18
> CCCCCC1C(=O)CCC1CC(=O)OC (configuration not stated)
→ .	0	.	0	.	1	5	.	.
> Cc1ccccc1NC(=O)CC1SCCNC1=O (configuration not stated)
→ 8	-7	-1	0	1.1	-6	-4	-8	5
> O=C(c1ccc(N2C(=O)CCC2=O)cc1)N1CCN(c2ccccc2)CC1
→ 18	0	-2	-17	-3.0	-10	2	19	13
> CC(=O)N1N=C(c2ccccc2)OC12CCCC2
→ -22	-15	1	0	1.6	4	-5	4	9
> CN(C)c1ccc(C2NCC(CCl)O2)cc1 (configuration not stated)
→ -6	2	2	5	2.1	-6	-9	9	15
> COc1cccc2sc3ccc(C#CC4(O)CCCCC4)cc3c(=O)c12
→ -107	-5	8	1	2.7	10	-100	-194	-117
> CCOc1ccc2oc(C(=O)N(C)CCc3ccc(OC)c(OC)c3)c(C)c2c1
→ 20	-6	-2	-3	0.5	-10	-3	3	26
> CCN(CC)S(=O)(=O)c1ccc(Nc2nc3ccccc3n3nnnc23)cc1
→ -8	4	5	2	5.1	23	-51	-82	-52
> COC(=O)C1=CN(C)C=C(C(=O)OC)C1c1ccccc1Cl
→ 9	-4	-1	-27	1.7	-3	-8	0	-21
> CCCC1(CCC)NC(=O)N(CC(=O)Nc2ccc3c(c2)OCCO3)C1=O
→ 9	8	-3	-6	-1.8	-6	-3	6	25
> CCOC(=O)Nc1ccc2c(COC(=O)CNS(=O)(=O)c3cccc(Br)c3)cc(=O)oc2c1
→ -16	-6	-2	-8	1.3	-5	-19	-14	-4
> N#CC1=C(SCC(=O)NC2CCCCC2)NC(=O)CC1c1ccco1 (configuration not stated)
→ 16	-10	-2	14	-0.3	9	-20	21	15
> CN(C(=O)CSc1nnc(-c2n[nH]c3ccccc23)o1)c1ccccc1
→ -12	0	3	16	1.8	4	-17	-17	-13
> CC(C)NS(=O)(=O)c1ccc(NC(=S)NC(=O)c2cccc([N+](=O)[O-])c2)cc1
→ -14	17	-1	38	-1.5	0	-5	8	-11

# The results go on.
# Each structure is followed by: Mdm2 MdmX PPI	CXCR6 block	XBP1 UPR activ	CCR6 antag	UPR CHOP act	EBI2 antag	Gli-Sufu antag	Jurkat NFkB inh	697 NFkB inh
> CN(Cc1ccccc1)S(=O)(=O)c1ccc(OCC(=O)N2CCC(C(N)=O)CC2)cc1
→ 4	0	-3	5	1.0	15	-1	1	6
> Cc1c(C#N)c(O)n(CCO)c(=O)c1N=Nc1ccccc1
→ 31	7	4	33	0.1	0	-1	2	17
> Cc1ccc(NC(=O)N2CCC(c3nc4c(nnn4Cc4cccc(Cl)c4)c(=O)[nH]3)CC2)cc1
→ -21	5	1	11	-0.9	16	6	-10	-14
> CNC(=O)N(O)C1N(/N=C/c2c(F)cccc2Cl)C(=S)SC1(C)C (configuration not stated)
→ -15	-7	-2	16	0.5	-13	-3	-12	15
> c1ccc2c(c1)CNc1ccccc1C2
→ 28	6	1	-8	2.6	-4	5	5	-11
> COc1ccccc1/C=C/C(=O)Nc1ccc2c(c1)CCC2
→ -218	2	4	8	6.5	21	-96	-128	-139
> COc1ccc(OC)c(C2=NS(=O)(=O)N(C)C(C(=O)NCc3ccco3)=C2)c1
→ 20	2	-4	22	0.3	-1	-12	13	3
> CC(CCc1ccccc1)NC(=O)CNc1cccc([N+](=O)[O-])c1 (configuration not stated)
→ 20	4	-3	20	1.9	7	8	-3	4
> CC(C)C(=O)Nc1ccc(NC(=O)c2cccc3c(Br)cccc23)cc1
→ 29	-4	1	2	3.3	-9	23	3	3
> CCN(Cc1ccccc1)S(=O)(=O)c1ccc(OC)cc1
→ -5	-5	-2	5	1.5	-3	1	15	-11
> Cc1ccc(NC(=O)NC2CCCCCCC2)c(C)c1
→ -8	-5	0	-3	5.3	6	-18	-11	-23
> COC(=O)c1ccc(NCc2cc(O)ccc2O)cc1
→ .	13	.	20	.	-5	3	.	.
> CCOC(=O)C1CCCN(C(=O)c2ccc(Cl)c(S(=O)(=O)N3CCCCC3)c2)C1 (configuration not stated)
→ -2	6	-1	16	-2.5	8	9	0	-8
> CCc1ccc(-c2cc(C)no2)cc1S(=O)(=O)N1CCN(c2ccccc2)CC1
→ 60*	10	-7	8	4.0	11	5	53*	-65
> CN(C)c1ccc(CNn2cnnc2SCc2ccccc2F)cc1
→ -5	4	3	-3	-0.5	0	-31	-18	-28

# Overlap with the part before: 2 entries, then new ones.
# Each structure is followed by: Mdm2 MdmX PPI	CXCR6 block	XBP1 UPR activ	CCR6 antag	UPR CHOP act	EBI2 antag	Gli-Sufu antag	Jurkat NFkB inh	697 NFkB inh
> CCc1ccc(-c2cc(C)no2)cc1S(=O)(=O)N1CCN(c2ccccc2)CC1
→ 60*	10	-7	8	4.0	11	5	53*	-65
> CN(C)c1ccc(CNn2cnnc2SCc2ccccc2F)cc1
→ -5	4	3	-3	-0.5	0	-31	-18	-28
> COc1ccccc1OCCCCN1CCC(C)CC1
→ -8	-2	-5	11	-1.0	7	-7	9	16
> O=C(NCc1cccc(F)c1)c1cccc2c1C(=O)c1ccc(N3CCOCC3)cc1S2(=O)=O
→ 43	4	0	-3	0.3	-8	5	7	13
> CCn1c(CCC(=O)O)nc2cc(S(=O)(=O)N(C)C)ccc21
→ -12	-7	-3	-1	-1.7	1	-9	-9	9
> O=C1CCC(C(=O)N2CCCC(N3CCN(c4cccc(C(F)(F)F)c4)CC3)C2)=NN1 (configuration not stated)
→ 4	8	-2	-1	3.2	3	15	-5	-4
> COC(=O)CCC(=O)OC1(C)C(=O)C=C2C=C(C3CC3)N(c3ccc(CO)cc3)C=C2C1=O (configuration not stated)
→ 10	.	0	.	1.1	.	.	7	2
> CC(=O)Nc1ccc(Nc2nc(C)c([N+](=O)[O-])c(Nc3ccccc3)n2)cc1
→ 58*	9	6	18	2.1	3	26	17	-34
> CCC(=O)N(c1nnc(SCC(=O)Nc2ccc(N3CCOCC3)cc2)s1)C1CC1
→ 8	-6	-1	3	1.0	4	7	-10	9
> O=c1cc(O)c2sc3nc4c(c(C(F)(F)F)c3c2[nH]1)CCCCC4
→ 7	2	-3	-13	-0.2	4	8	2	9
> Cc1sc2nc(CN3CCCCC3)nc(Nc3ccc4c(c3)OCCO4)c2c1C
→ 17	-1	-2	7	-0.3	-2	-2	-20	-7
> Cc1cc(Nc2ccccc2)nn1C(=O)c1ccc(Cl)cc1
→ 9	-8	-1	21	3.8	12	-16	-8	-27
> CC(C(=O)NCCCn1ccnc1)(c1ccccc1)c1ccccc1
→ 20	1	-8	5	0.0	-1	20	-12	-12
> COc1ccc(-c2ccoc2)cc1[C@H]1[C@H]2C=CC[C@@H](C)[C@@H]2C(=O)N1Cc1ccccc1
→ 36	23	-1	21	3.0	14	6	6	47*
> COc1ccc(S(=O)(=O)N2CCOC2CNC(=O)C(=O)NCCN2CCOCC2)cc1C (configuration not stated)
→ 2	2	-6	2	0.8	-5	3	4	11
> Cc1cccc(NC(=O)CCN2CCN(C/C=C/c3ccccc3)CC2)c1
→ 35	5	-3	22	-1.3	3	-13	27	-8
> CC(C)Oc1ccc(S(=O)(=O)N2CCOCC2)cc1NC(=O)Cc1cccs1
→ 31	-5	2	12	0.0	9	2	1	-16

# Gathered by group, the entries above containing bromine
# Each structure is followed by: Mdm2 MdmX PPI	CXCR6 block	XBP1 UPR activ	CCR6 antag	UPR CHOP act	EBI2 antag	Gli-Sufu antag	Jurkat NFkB inh	697 NFkB inh
> CCOC(=O)Nc1ccc2c(COC(=O)CNS(=O)(=O)c3cccc(Br)c3)cc(=O)oc2c1
→ -16	-6	-2	-8	1.3	-5	-19	-14	-4
> CC(C)C(=O)Nc1ccc(NC(=O)c2cccc3c(Br)cccc23)cc1
→ 29	-4	1	2	3.3	-9	23	3	3

# (continued)
# Each structure is followed by: Mdm2 MdmX PPI	CXCR6 block	XBP1 UPR activ	CCR6 antag	UPR CHOP act	EBI2 antag	Gli-Sufu antag	Jurkat NFkB inh	697 NFkB inh
> Cc1ccc2[nH]c(C)c(CCN(Cc3cccnc3)C(=S)NC(C)(C)C)c2c1
→ 6	5	-3	13	-0.3	5	-3	-2	18
> O=C(Nc1ccccc1)c1sccc1Oc1ccc([N+](=O)[O-])cc1F
→ 4	-8	-3	8	0.2	20	9	-12	14
> CC(=O)Nc1ccc(NC(=O)CSc2ccc(-c3ccc4c(c3)OCO4)nn2)cc1
→ 39	4	-2	-6	3.4	-3	-11	-7	16
> COC(=O)c1c(NC(=O)COc2ccc(Cl)cc2)sc2c1CC(C)(C)NC2(C)C
→ 95*	-3	43*	49	12	-2	23	28	-1
> Cc1cc(=O)oc2cc(OCC(=O)OCC(=O)Nc3ccccc3Br)ccc12
→ 8	-5	-1	9	3.5	-4	-2	6	14
> N#CC1=C(C2CC2)CC(c2ccccc2)C(C#N)=C1N (configuration not stated)
→ -7	18	0	34	-1.9	-3	8	-3	-6
> COc1c(C)cc(Br)cc1C(=O)NC(=S)Nc1ccc(Cl)c(C(=O)O)c1
→ -4	14	0	17	3.8	2	-7	13	-11
> Cc1cccc(C)c1NC(=O)CN1CCN(C(=O)C2CCC2)CC1
→ 4	-18	1	-11	-2.2	-11	-5	-15	-16
> COc1ccc(C2C3=C(CC(C)(C)CC3=O)Oc3ncn4nc(-c5ccccc5)nc4c32)cc1 (configuration not stated)
→ .	-2	.	9	.	1	-34	.	.
> COc1cc(/C(C)=N/NC(=O)Cc2c(C)[nH][nH]c2=O)ccc1O
→ 30	-4	0	3	1.2	-12	0	7	12
> CSc1nsc(SCc2ccc(Cl)cc2)n1
→ 10	2	0	13	2.9	7	-18	21	8
> CCN(CC)C(=O)c1cn(CCC#N)nc1-c1ccc(F)cc1
→ -31	2	0	-1	-1.6	0	0	5	3
> Cc1ccc(S(=O)(=O)N2CCOCC2)cc1C(=O)NC1=NCCS1
→ 7	-2	3	5	0.6	-4	10	1	9
> CC(=O)Nn1cc2c(=O)n(C)c(=O)n(C)c2c1
→ -1	5	-1	8	-0.7	-9	3	-4	-7

# Profiles from above.
# COC(=O)c1c(NC(=O)COc2ccc(Cl)cc2)sc2c1CC(C)(C)NC2(C)C reads Mdm2 MdmX PPI = 95*; CXCR6 block = -3; XBP1 UPR activ = 43*; CCR6 antag = 49; UPR CHOP act = 12; EBI2 antag = -2; Gli-Sufu antag = 23; Jurkat NFkB inh = 28; 697 NFkB inh = -1
# Cc1ccc(S(=O)(=O)N2CCOCC2)cc1C(=O)NC1=NCCS1 reads Mdm2 MdmX PPI = 7; CXCR6 block = -2; XBP1 UPR activ = 3; CCR6 antag = 5; UPR CHOP act = 0.6; EBI2 antag = -4; Gli-Sufu antag = 10; Jurkat NFkB inh = 1; 697 NFkB inh = 9

# Bioassay records (PubChem BioAssay)

# Outcome played no part in choosing rows; about 5% have a hit in one of these screens.
